Source: PubChem BioAssay
NOD2 RIPK2 PPI: NOD2-RIPK2 binding disruptors in cells, primary screen, fluorescence, CHO cells, BLA complementation | Receptor-interacting serine/threonine-protein kinase 2 (Homo sapiens), O43353 | CCF4 ratio | inhibition, % at 4.98 µM | 360,000 compounds, 0.38% hits; in the data active = inhibition above about 21%;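 also: 0% = vehicle only and 100% = reference blocker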
Vif inh: HIV Vif self-association inhibitors, primary screen, imaging, HEK293T, single point. HEK293T cells, Vif self-association by quenched fluorescence, 24 h. inhibition, % at 7.49 µM. 340,000 compounds, 0.35% hits. AID 602346, 2012; in the data active = inhibition above about 50%, passing the limit was not always enough; also: some results filed as inactive read as strong as hits
COUP-TFII inh: NR2F2 transcriptional activity inhibitors, primary screen, cell-based, luciferase reporter, HEK293T, luminescence; inhibition, % at 8.6 µM; COUP transcription factor 2 (Homo sapiens), P24468; 370,000 compounds, 0.7% hits; AID 686940, 2013; HEK293T NGFI-A luciferase reporter;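 active = inhibition above a per-plate cutoff, mean inhibition of test wells between control levels plus 3 SD, cut at about 38% in these data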;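 also: cells cotransfected with COUP-TFII expression vector driving the NGFI-A reporter; 0% = median of COUP-TF2 test wells and 100% = reporter-only cells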
SRC2 inh: inhibition of GAL4-SRC2 driven luciferase reporter, primary screen, SRC2 inhibitor project, cell-based, luminescence; AID 651957, 2012; 370,000 compounds, 0.17% hits; inhibition, % at 9 µM; Nuclear receptor coactivator 2 (Homo sapiens), Q15596; HEK293 GAL4-SRC2 luciferase reporter;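 active = inhibition above the mean inhibition of all tested compounds plus 3 SD, set per campaign, cut at about 52% in these data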;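 also: 0% = DMSO treated cells and 100% = cells given Gossypol at 36 µM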
NCOA1 inh: SRC1 coactivator transcriptional activity inhibitors, primary screen, cell-based, luminescence | HEK293 GAL4-SRC1 luciferase reporter | inhibition, % at 3.6 µM | Nuclear receptor coactivator 1 (Homo sapiens), Q15788 | 360,000 compounds, 0.12% hits;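 active = inhibition above the campaign mean plus 3 SD, with each screening campaign given its own cutoff, cut at about 60% in these data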;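 also: 0% = DMSO treated cells and 100% = gossypol at 36 µM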
NCOA3 inh: SRC3 coactivator transcriptional activity inhibitors, primary screen, cell-based, luminescence | Nuclear receptor coactivator 3 (Homo sapiens), Q9Y6Q9 | HEK293 GAL4-SRC3 luciferase reporter | AID 588352, 2011 | 360,000 compounds, 0.17% hits | inhibition, % at 3.6 µM;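 active = inhibition above a per-campaign cutoff, the mean of all compounds plus 3 SD, cut at about 60% in these data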;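 also: 0% = DMSO-treated cells and 100% = gossypol-treated cells at 36 µM; higher means less SRC3-driven luciferase light from the GAL4 reporter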
LMP1 NFkB inh: EBV LMP1-driven NF-kappaB luciferase reporter inhibitors, primary screen, cell-based, luminescence, single point; LMP1-induced NF-kappaB luciferase reporter cells; inhibition, % at 12.5 µM; 350,000 compounds, 0.69% hits; in the data active = inhibition above about 41%;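 also: 0% = neutral control wells and 100% = reference inhibitor control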
TRAIL sens C8: viability loss with TRAIL in NB7+C8 cells, primary screen, TRAIL sensitizer project, cell-based, ATPlite luminescence; inhibition (viability loss, TRAIL sensitization), % at 10 µM; 360,000 compounds, 1% hits; AID 624354, 2012;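 active = compounds causing at least 50% loss of cell viability in the single-dose screen, relative to plate controls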
LRH-1 inv ag: LRH-1 (NR5A2) inverse agonists, primary screen, cell-based, luminescence, HEK293T, StAR-luciferase reporter | 360,000 compounds, 0.13% hits | Nuclear receptor subfamily 5 group A member 2 (Homo sapiens), O00482 | inhibition, % at 3.6 µM | AID 602396, 2012 | LRH-1 transfected, 24 h;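 active = inhibition above the mean inhibition of all tested compounds plus 3 SD, cut at about 73% in these data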;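 also: 0% = DMSO wells and 100% = reporter-only cells lacking LRH-1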
TROY NFkB inh: inhibitors of TROY-driven NF-kB signaling, primary screen, Q293 LMP1-TROYcd cells, NF-kB luciferase, uHTS | Q293 LMP1-TROYcd NF-kB luciferase reporter, 4 h | inhibition, % at 10 µM | 360,000 compounds, 0.98% hits | AID 1347056, 2019;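 active = compounds whose plate-normalised and pattern-corrected inhibition of the luciferase reporter signal at the single screening dose is 50% or more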
TLR9-MyD88 block: inhibitors of TLR9-MyD88 association in cells, primary screen, cell-based, CHO, BLA complementation, fluorescence. CCF4 FRET ratio. inhibition, % at 4.98 µM. 340,000 compounds, 0.21% hits;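 active = inhibition above the mean over all tested compounds plus 3 SD, cut at about 21% in these data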;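 also: 0% = DMSO only wells and 100% = clavulanate BLA inhibitor control wells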
Target sequence (Q99836 whole entry, looked up): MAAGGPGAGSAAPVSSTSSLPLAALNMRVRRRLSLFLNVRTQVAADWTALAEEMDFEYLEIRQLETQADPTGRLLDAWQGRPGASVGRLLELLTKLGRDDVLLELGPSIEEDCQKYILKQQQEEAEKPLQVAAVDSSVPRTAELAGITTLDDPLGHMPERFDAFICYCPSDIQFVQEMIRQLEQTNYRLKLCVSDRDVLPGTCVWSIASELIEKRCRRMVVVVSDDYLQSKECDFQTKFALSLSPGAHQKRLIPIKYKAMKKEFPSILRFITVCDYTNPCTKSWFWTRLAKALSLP
Target sequence (Q9NR96 whole entry, looked up): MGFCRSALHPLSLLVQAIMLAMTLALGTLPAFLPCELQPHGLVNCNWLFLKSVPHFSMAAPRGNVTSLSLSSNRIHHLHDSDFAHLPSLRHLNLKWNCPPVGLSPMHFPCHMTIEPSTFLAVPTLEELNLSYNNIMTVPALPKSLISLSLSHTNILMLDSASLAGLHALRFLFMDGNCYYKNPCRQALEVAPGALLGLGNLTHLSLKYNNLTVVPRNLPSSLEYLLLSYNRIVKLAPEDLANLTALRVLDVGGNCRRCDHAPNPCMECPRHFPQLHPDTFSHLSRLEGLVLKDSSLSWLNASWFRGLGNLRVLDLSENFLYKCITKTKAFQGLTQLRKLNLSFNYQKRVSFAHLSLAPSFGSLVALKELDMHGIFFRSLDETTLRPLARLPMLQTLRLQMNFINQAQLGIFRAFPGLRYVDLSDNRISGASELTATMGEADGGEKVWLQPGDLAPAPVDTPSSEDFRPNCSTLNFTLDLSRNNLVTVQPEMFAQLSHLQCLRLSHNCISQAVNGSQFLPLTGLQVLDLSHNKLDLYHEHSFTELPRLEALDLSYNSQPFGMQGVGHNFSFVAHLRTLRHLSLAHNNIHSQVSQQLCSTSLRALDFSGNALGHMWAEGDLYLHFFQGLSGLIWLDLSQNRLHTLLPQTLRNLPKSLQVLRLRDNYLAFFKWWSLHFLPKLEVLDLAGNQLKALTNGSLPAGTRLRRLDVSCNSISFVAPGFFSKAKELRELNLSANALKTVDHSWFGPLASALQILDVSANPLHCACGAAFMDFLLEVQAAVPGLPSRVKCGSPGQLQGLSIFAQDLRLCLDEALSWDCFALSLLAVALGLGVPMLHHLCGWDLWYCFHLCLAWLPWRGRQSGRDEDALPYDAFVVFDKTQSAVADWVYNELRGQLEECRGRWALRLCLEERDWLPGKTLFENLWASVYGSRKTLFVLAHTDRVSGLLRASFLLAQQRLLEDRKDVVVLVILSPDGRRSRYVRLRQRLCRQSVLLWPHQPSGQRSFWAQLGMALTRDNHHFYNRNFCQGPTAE
* = called active by the depositor; nt = no result given. This is a subset, so the mix of outcomes need not match the whole.

Values run as follows: NCOA1 inh	COUP-TFII inh	SRC2 inh	LRH-1 inv ag	NCOA3 inh	TRAIL sens C8	Vif inh	TLR9-MyD88 block	TROY NFkB inh	NOD2 RIPK2 PPI	LMP1 NFkB inh
> CN1CCN(C(=O)COc2ccc(S(=O)(=O)N(C)Cc3ccccc3)cc2)CC1
 : -1	8	11	1	14	-32	0	0	-8	-15	0
> Nc1cc(C(=O)Nc2ccccc2F)ccc1N1CC2CC(C1)c1cccc(=O)n1C2 (stereo not drawn)
 : -2	-16	-16	0	-12	1	nt	9	-9	-2	-30
> NC(N)=N/N=C/c1ccc(N2CCOCC2)cc1
 : -1	6	26	8	12	12	7	0	-6	-8	-1
> COc1cccc(C(=O)C2CCCN(Cc3cccc(C)n3)C2)c1 (stereo not drawn)
 : -34	-12	0	6	-13	5	2	0	25	-2	4
> O=C(Nc1ccc(OC(=O)N2CCCCC2)cc1)N1CCOCC1
 : 44	78*	84*	56	48	14	-14	-7	85*	-8	30
> O=C1NC(=O)N(CCc2ccc(F)cc2)C(=O)/C1=C/c1cccs1
 : 17	9	10	-2	-11	11	8	9	8	0	10
> CC12CC1(C)C(=O)N(c1cc(Cl)cc(Cl)c1)C2=O (stereo not drawn)
 : -8	-10	14	19	15	-7	18	1	-11	-7	-8
> CC(=O)c1cccc(NC2=NCC(C)S2)c1 (stereo not drawn)
 : 1	-8	-31	-2	-10	-13	-6	9	-40	0	-8
> COC(=O)Cn1cc(C=C2C(=O)NC(=O)NC2=O)c2ccccc21
 : -23	-13	5	-13	2	-3	1	4	-5	3	3
> CN1CC(C(=O)c2ccc(Cl)cc2)C(c2ccc(N(C)C)cc2)C1 (stereo not drawn)
 : -11	9	20	-12	11	6	6	4	27	-1	-6
> Cc1ccc(CN2Cc3ccc(Br)cc3-n3nncc3C2)cc1
 : 7	7	-6	-35	13	-4	10	nt	7	1	nt
> CC(=O)Nc1ccc(OC(=O)N2CCCCC2)cc1
 : -4	10	8	-5	0	-6	-4	-6	8	2	3
> COCCN1C(=O)NC(=O)/C(=C\c2ccc(F)cc2)C1=O
 : 11	3	-11	12	9	-12	20	-14	15	-3	-8
> O=C(CCCCCn1c(=S)[nH]c2ccccc2c1=O)N1CCC2(CC1)OCCO2
 : 2	-1	-6	10	17	-5	0	-9	-41	0	-3
> OCC[N+]12CCC(CC1)C(C(O)(c1ccccc1)c1ccccc1)C2 (stereo not drawn)
 : 7	13	-21	8	25	0	-2	3	54*	-6	6
> CC(=NCCc1ccccc1)c1c(O)n(C)c(=O)n(C)c1=O
 : 18	10	-14	12	10	9	3	-5	-4	-1	5
> CCOc1cc(C=C2C(=O)NC(=O)NC2=O)ccc1OS(=O)(=O)c1ccccc1
 : -11	nt	nt	-5	-24	-1	-4	-9	-5	0	-10
> O=P(Oc1ccccc1)(Oc1ccccc1)c1ccccc1
 : -1	10	-16	-2	11	1	1	-13	-6	5	-5
> O=C1/C(=C\c2ccc([N+](=O)[O-])cc2)N2CCC1CC2
 : -1	-23	-4	13	4	2	1	9	28	0	-1
> O=C(CCC(=O)N1CCOc2ccc(Cl)cc21)N1CCC2(CC1)OCCO2
 : -11	-19	21	6	-14	-9	-2	0	5	-7	-5
> Brc1ccc(-[n+]2c(-c3ccccc3)cc(-c3ccccc3)cc2-c2ccccc2)cc1
 : 18	37	12	27	12	56*	-4	1	49	1	17
> Cn1cc(C(=O)NCc2ccccc2)c2ccccc21
 : -3	7	-10	4	10	-1	9	10	-11	1	-5
> O=C1CN=C(c2ccccc2)c2cc(Br)ccc2N1
 : -20	9	-7	18	2	3	4	3	-6	-7	5
> CCOC(=O)c1ccc(NC(=O)N2CC3CC(C2)c2cccc(=O)n2C3)cc1 (stereo not drawn)
 : 7	-9	-3	-11	9	1	6	-7	-3	4	-6
> O=C(C[N+]12CCN(CC1)CC2)NCCc1ccc(Cl)cc1Cl
 : -13	-18	-22	-9	2	2	-1	-3	-4	-6	1
> O=C(O)C1C2CCC(O2)C1C(=O)Nc1ccc(Cl)cc1 (stereo not drawn)
 : 1	9	15	-9	3	27	4	nt	-6	-1	-15
> Cc1ccc(N2C(=O)CC(=O)NC2=O)cc1
 : 6	8	-19	-18	-7	-1	-13	0	-8	1	0
> O=[As](O)(O)c1ccc(N=Nc2ccc(O)cc2)cc1
 : -17	-9	-7	9	1	1	-1	10	2	6	-3
> CCN(CC)C(=O)c1ccc(NC(=O)CN2CCc3cc(OC)c(OC)cc3C2)cc1
 : -8	16	5	15	9	-12	13	-14	14	9	8
> O=C(CSC1c2ccccc2-c2ccccc21)N/N=C/c1ccccc1C(=O)O
 : -55	18	-16	-14	13	-8	-3	-5	8	-1	-6
> CC1=CC(C)CC(C)OC(=O)CC(c2ccc(O)cc2)NC(=O)C(Cc2c(Br)[nH]c3ccccc23)N(C)C(=O)C(C)NC(=O)C(C)C1 (stereo not drawn)
 : -14	-21	22	25	22	46	5	-1	70*	2	-2
> CCCNC(=O)N1[C@H]2CC[C@@H]1C(C(=O)OC)=C(c1cc3ccccc3s1)C2
 : 10	13	14	-2	-10	-9	-14	-2	2	-1	3
> CCc1ccc(N2C(=O)NC(=O)/C(=C\c3cccn3CCOc3ccc(C(C)C)cc3)C2=O)cc1
 : -18	3	-45	-61	2	7	0	-6	2	-1	-15
> Cc1ccc(OCC(=O)N2CCCC(N3CCN(c4ccc(F)cc4)CC3)C2)cc1 (stereo not drawn)
 : 8	5	4	6	-14	16	-2	-14	-4	-5	1
> CCOC(=O)C1=C(NC(=S)NC(=O)c2ccccc2)c2ccccc2CC12CCCC2
 : -10	-10	-16	-21	-93	36	-14	1	12	-5	16
> O=c1[nH]c(=S)[nH]c(O)c1N=Nc1ccc2c(c1)OCCO2
 : -116	-3	-41	-68	-48	56*	-4	11	0	1	15
> Cc1cc(=O)oc2cc(OCC(=O)N3CCC(C(=O)O)(c4ccccc4)CC3)ccc12
 : -18	13	-39	-6	-8	-16	-4	7	-10	-8	0
> N#CC(C#N)=Cc1cccnc1
 : -10	-20	-20	6	8	-5	0	9	0	-5	1
> Cc1cccn2c(NCC3CCCO3)c(C(C)C)nc12 (stereo not drawn)
 : -8	4	-29	-14	-8	-3	17	0	11	-8	6
> O=c1[nH]c(=O)n(Cc2ccccc2)c(O)c1C=NCCN1CCOCC1
 : -19	4	-19	-9	3	-5	0	5	5	2	7
> CCN1CCN(Cc2cc(Br)cc(Br)c2O)CC1
 : -5	-13	-10	5	6	6	1	8	24	-4	-3
> Cc1ccc2nc(N3CCN(C)CC3)[nH]c2c1
 : -29	-30	-32	-68	-36	-3	4	0	-1	-18	-21
> COc1cc(C=C2C(=O)NC(=O)NC2=O)ccc1OCc1ccc([N+](=O)[O-])cc1
 : -102	-51	-45	-95	-89	-1	4	1	-20	1	-24
> CC1CCC[C@H](O)CCCCCc2cc(O)cc(O)c2C(=O)O1 (stereo partly drawn)
 : -9	0	4	-12	-7	0	4	9	-5	-6	0
> CC(C)CCP(=O)(O)c1ccccc1
 : -3	-7	-35	11	2	8	8	-10	-7	-10	0
> O=P(Nc1ccccc1)(Nc1ccccc1)Oc1ccccc1
 : 4	1	22	-20	10	-9	5	-1	-9	3	0
> Cc1cc(C)c(C(=O)CN2CCOCC2)c(C)c1
 : -5	10	8	-3	3	-4	1	-4	-8	-2	23
> Cc1ccc(-c2nn(Cc3ccccc3)cc2C(=O)O)cc1
 : 2	-8	13	14	-8	0	-4	-5	18	-10	-2
> OC(c1ccccc1)(c1ccccc1)C1CCCN1 (stereo not drawn)
 : -3	-10	-8	-7	12	-4	nt	3	5	0	13
> CCCCOC(=O)c1ccccc1C(=O)OCc1ccccc1
 : -5	-17	-3	14	16	-2	-3	-1	-29	-2	-7

(list continues)
Values run as follows: NCOA1 inh	COUP-TFII inh	SRC2 inh	LRH-1 inv ag	NCOA3 inh	TRAIL sens C8	Vif inh	TLR9-MyD88 block	TROY NFkB inh	NOD2 RIPK2 PPI	LMP1 NFkB inh
> CN1C(=O)N(C)C(=O)C2(Cc3ccccc3N3CCOCC32)C1=O (stereo not drawn)
 : -4	14	6	-5	14	-5	4	14	10	0	-3
> COC(=O)C1=C(c2cccc(C#N)c2)C[C@@H]2CC[C@H]1N2C(=O)NCc1ccco1
 : -5	-22	-16	-10	4	1	-3	5	-10	7	-3
> CCCCOc1ccc(C(C)=O)cc1Cc1c(O)[nH]c(=S)[nH]c1=O
 : 5	-6	-21	2	-7	10	-3	11	-17	3	5
> CCOC(=O)c1c(C)n(Cc2ccco2)c2c1cc(O)c1ccccc12
 : -13	-12	0	3	-12	1	-10	1	-36	3	-5
> COc1ccc(-n2nnnc2C(CCSC)N2CCC3(CC2)C(=O)NCN3c2ccccc2)cc1 (stereo not drawn)
 : -10	11	-8	-8	2	-1	-3	nt	-10	-8	nt
> Cc1cc(/C=C2/C(=O)NC(=O)N(Cc3ccco3)C2=O)c(C)n1-c1ccccc1
 : -4	10	-23	1	11	-7	2	-7	26	-1	-10
> O=C1NC(=O)C2(CCN(c3ccccc3)CC2)C(=O)N1
 : 0	14	-41	-7	-1	6	0	-3	-9	2	0
> CN1OC[C@@H]2CN[C@H](c3ccccc3Br)C[C@@H]21
 : 3	-9	-12	-17	-23	4	nt	-8	-7	-4	-2
> O=C(O)C(O)(c1ccccc1)C1CCCCC1 (stereo not drawn)
 : -2	15	-9	13	1	0	12	1	4	8	-11
> O=C(COc1ccc(Cl)cc1)N1CCN(Cc2ccccc2)CC1
 : -21	-24	-1	4	10	-1	-6	-6	-5	-4	0
> COC(=O)C1=C(c2ccccc2OCc2ccccc2)C[C@@H]2CC[C@H]1N2C(=O)NCCN1CCOCC1
 : 3	-2	-3	5	0	-12	-1	-7	15	-17	22
> CCCCn1c(N)c(C(=O)OCCOC)c2nc3ccccc3nc21
 : -3	2	12	15	16	-1	-1	nt	3	-6	nt
> Cn1cc(Br)c(C(=O)Nc2ccc3c(C(F)(F)F)cc(=O)oc3c2)n1
 : 0	6	-41	13	-6	8	-2	0	-21	2	19
> CCOc1cccc(=NC2CCCCC2)c2c(C)n(C)c(C)c12
 : 15	0	21	3	26	10	-16	nt	-35	-7	nt
> COc1ccc(/C=C2/C(=O)NC(=O)N(c3ccc(C)c(C)c3)C2=O)cc1CN1C(=O)c2ccccc2C1=O
 : -20	-6	-9	-5	-17	-4	12	0	25	4	-5
> N#CC1(c2ccccc2)CCN(C2CC(=O)N(c3ccc(F)cc3)C2=O)CC1 (stereo not drawn)
 : -7	5	-53	1	-19	-3	-2	2	6	-10	5
